D1 antagonist: blocks dopamine activation of the human D1 receptor; AID 504652; HEK293 TREx D1 cells, calcium flux, dopamine EC80; active compounds read low; 360,000 tested, 3.2% active; activity change, negative = inhibition, % at 10 µM; in the data active means activity change below about -30%; further: on the % scale 0 is the no-effect control and ±100 the full control effect
Target sequence (P21728 whole entry, looked up): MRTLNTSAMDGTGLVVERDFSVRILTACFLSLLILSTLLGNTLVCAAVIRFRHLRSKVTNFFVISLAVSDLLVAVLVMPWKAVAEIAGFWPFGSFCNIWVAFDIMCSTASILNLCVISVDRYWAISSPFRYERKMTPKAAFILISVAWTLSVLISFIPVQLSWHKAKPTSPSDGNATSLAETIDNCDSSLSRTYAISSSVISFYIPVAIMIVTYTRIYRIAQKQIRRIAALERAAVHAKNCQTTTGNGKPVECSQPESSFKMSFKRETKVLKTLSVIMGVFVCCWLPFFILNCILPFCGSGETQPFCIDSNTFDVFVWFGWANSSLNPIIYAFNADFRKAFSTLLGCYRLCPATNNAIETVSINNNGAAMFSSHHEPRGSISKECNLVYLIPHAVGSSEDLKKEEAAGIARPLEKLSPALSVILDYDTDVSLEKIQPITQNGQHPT
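Tetracycline-induced HEK293 Trex D1 cells, force-coupled to calcium, dye-loaded; compounds added and read 180 s, then EC80 dopamine added and calcium flux tracked kinetically another 180 s.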
TRHR PAM: allosteric enhancers of human TRH receptor | AID 493056 | enhancement, % at 2 µM | 360,000 tested, 0.66% active | TRHR cells, fluo-8 calcium fluorescence, EC20 TRH enhancement; in the data active means enhancement above about 30%; further: 0% is about no effect
Target sequence (P34981 whole entry, looked up): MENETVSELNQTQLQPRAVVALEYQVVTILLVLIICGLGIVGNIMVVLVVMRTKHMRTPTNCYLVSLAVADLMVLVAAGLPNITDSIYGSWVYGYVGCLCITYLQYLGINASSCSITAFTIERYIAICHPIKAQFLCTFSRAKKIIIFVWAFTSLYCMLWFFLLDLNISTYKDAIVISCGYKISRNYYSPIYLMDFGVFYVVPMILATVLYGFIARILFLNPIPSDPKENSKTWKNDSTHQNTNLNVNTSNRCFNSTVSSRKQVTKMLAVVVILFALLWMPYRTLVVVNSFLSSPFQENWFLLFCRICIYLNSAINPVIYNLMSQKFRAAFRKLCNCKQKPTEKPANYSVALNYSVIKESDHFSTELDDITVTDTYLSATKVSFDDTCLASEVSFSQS
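TRHR-expressing cells loaded with fluo-8 calcium dye were read kinetically (ex 480/em 530) during compound addition, then stimulated with an EC20 of TRH (10 nM final). Enhancement of the Gq-mediated intracellular calcium response was scored.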
D1 potentiator: potentiators of human D1 dopamine receptor; AID 504651; HEK293 TREx D1 cells, calcium flux, dopamine EC20 potentiation; 360,000 tested, 0.036% active; potentiation, % at 10 µM; P21728; in the data active means potentiation above about 30%; further: 0% is about no effect
D2 PAM: positive allosteric modulators of human D2 dopamine receptor; P14416; HEK293 T-REx D2, calcium flux, EC20 dopamine potentiation; potentiation, % at 10 µM; 340,000 tested, 0.34% active; AID 485347;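 active means potentiation over 3 SD above the plate norm, cut at about 30% in these data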; further: 0% is about no effect
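Cells plated with tetracycline inducer and held overnight at 30 C; calcium dye loaded 30–90 min at room temperature; baseline taken, compound added and read 180 s; EC20 dopamine then added and read 180 s.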
D2 agonist: activates the human D2 dopamine receptor | HEK293 T-REx D2 cells, calcium flux agonist mode | P14416 | 340,000 tested, 0.53% active | activation, % at 2 µM | AID 485358;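 active means activation over 3 SD above normal in the single-dose calcium agonist read, cut at about 30% in these data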; further: 0% is about no effect
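Tetracycline-induced HEK293 T-REx cells with force-coupled D2 receptor, plated overnight at 30 C, loaded with no-wash calcium dye. After a 10 s baseline, compound was pin-added and calcium flux read kinetically for 180 s; calcium rises flagged agonists.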
D2 antag: antagonizes the human D2 dopamine receptor; P14416; HEK293 TREx D2 cells, calcium flux, dopamine EC80; inhibition, % at 10 µM; 340,000 tested, 2% active; AID 485344; in the data active means inhibition above about 30%; further: 0% is about no effect
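Dopamine at EC80 is the agonist stimulus; test compounds precede it by 180 s. Calcium flux read kinetically in a force-coupled, inducible HEK293 T-REx D2 cell line.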
TRHR agonist: activates the human TRH receptor. P34981. TRHR cells, calcium flux fluo-8, FDSS agonist mode. activation, % at 2 µM. 360,000 tested, 0.18% active. AID 493084; further: 0% is about no effect
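Read-out: compound-evoked intracellular calcium rise in TRHR cells, fluo-8 dye, kinetic FDSS fluorescence at 1 s/cycle following a 10-cycle baseline. Cells cultured overnight before dye loading (30 min–1.5 h, RT).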
RXFP1 antag: antagonists of human relaxin receptor RXFP1. 350,000 tested, 0.59% active. activity change, negative = inhibition, % at 57.5 µM. HEK293-RXFP1, relaxin-stimulated cAMP HTRF, 30 min; active compounds read low;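 active means activity change of -60% or lower, but not beyond a set lower limit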; further: on the % scale 0 is the no-effect control and ±100 the full control effect
D1 ag: agonists of human D1 dopamine receptor. HEK293 T-REx D1 cells, calcium flux, agonist mode. activation, % at 2 µM. 360,000 tested, 1% active. AID 504660; further: 0% is about no effect
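Tetracycline-induced HEK293 TREx D1 cells, force-coupled to calcium signalling, were dye-loaded with a no-wash calcium kit. Compound was pin-added after a 10 s baseline. Fluorescence was read kinetically at 1 cycle/s for 180 s, with calcium rises flagged as agonism.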
* hit, by the source's call; . = no result given; & = joins results of further samples. Unless noted, no stated cut-off is given here; in the data, active means activation above about 30%; inactive means the rest.

SMILES | D1 antagonist | TRHR PAM | D1 potentiator | D2 PAM | D2 agonist | D2 antag | TRHR agonist | RXFP1 antag | D1 ag
CC(C)[C@H](NC(=O)C1CC(=O)N(c2ccc3c(c2)OCO3)C1)C(=O)NC1CCCC1 (some centres not stated) | -8 | -2 | -3 | -4 | 2.0 | -3 | 0.0 | -1 | 2
COc1ccccc1C(=O)N/C(=C\c1ccc2c(c1)OCO2)C(=O)NCCc1nc2ccccc2[nH]1 | -28 | -15 | 0 | -12 | 0.8 | -3 | -0.5 | 1 | 3
O=C(NCCN1CCCC1)c1cc(-c2ccncc2)nc2ccc(S(=O)(=O)N3CCOCC3)cc12 | 7 | 1 | -3 | -1 | -0.7 | 9 | -0.4 | -10 | 6
COc1ccc(C2=NN(C(=O)c3ccncc3)C(c3ccccc3O)C2)cc1 (configuration not stated) | -4 | 12 | -7 | 7 | -0.3 | -34 | -0.4 | -6 | 3
CC(=O)c1cccc(NC(=O)Nc2cccnc2)c1 | 1 | -8 | 0 | -12 | 1.7 | 17 | 0.9 | 4 | 0
C/C(=N\NC(N)=S)C12CC3CC(CC(C3)C1)C2 | 11 | 3 | 0 | 2 | -0.7 | 15 | -0.2 | -6 | -1
CC(O)CCC(=O)NCCNC(=O)CCC(C)O (configuration not stated) | 7 | -7 | 0 | -1 | 0.3 | 4 | 0.6 | -8 | 1
COc1ccnc(CSC(N)=Nc2ccccc2OC)c1 | -15 | 3 | -7 | -9 | 0.6 | -14 | 0.2 | 0 | 2
Cc1ccc(NC(=O)C2=NNC(=O)CC2)cc1S(=O)(=O)Nc1ccc(SC(F)F)cc1 | -5 | 3 | -7 | -7 | 0.9 | -5 | 0.2 | -11 | 2
O=C(c1ccc2ccccc2c1)C1CCCN(S(=O)(=O)c2cccnc2)C1 (configuration not stated) | -53* | -5 | -8 | -2 | -1.9 | 3 | -0.9 | -9 | 10
COC(=O)c1ccccc1NC(=O)c1ccc(COc2cccc3ccccc23)o1 | . | 8 | -1 | 12 | -0.6 | -13 | 0.0 | -9 | 1
Fc1cc(F)cc(NC(=S)Nc2ccccc2N2CCOCC2)c1 | 1 | -6 | -2 | 4 | -0.1 | 1 | -0.9 | 6 | 1
CCn1c2ccccc2c2cc(CN3CCN(S(=O)(=O)CC)CC3)ccc21 | 0 | -4 | -2 | -7 | 0.0 | -6 | -0.1 | . | 4
Cc1ccccc1OCCNC(=S)Nc1ccccc1 | -17 | -9 | -7 | -4 | -0.2 | 14 | -0.1 | -12 | 13
COc1ccc(C)cc1N(CC(=O)NC1CCCC1)C(=O)CCC(=O)Nc1cc(C)on1 | -5 | 2 | -2 | 5 | -0.3 | 3 | 0.7 | 1 | 0
COc1ccc(NC(=O)/C(C#N)=C/c2ccc(OCCN3CCOCC3)c(OC)c2)c(OC)c1 | 8 | -1 | -1 | -4 | 0.5 | -11 | 0.8 | 0 | 1
Cc1cc2cc3c(cc2nc1SCC(=O)Nc1nc(C)c(C)s1)OCO3 | -16 | 0 | -9 | 3 | 0.1 | -11 | 0.1 | -6 | 1
Cc1cccc(C)c1NC(=S)NN(Cc1ccccc1)c1ccccc1 | -4 | -3 | 0 | 4 | 3.3 | 11 | 3.0 | -12 | 5
O=C1CC2c3ccccc3C1C1C(=O)N(Cc3ccccc3)C(=O)C21 (configuration not stated) | -22 | 7 | 3 | 12 | -0.2 | 10 | -0.6 | -7 | 1
Nc1cnc(Nc2ccc(Br)cc2)nc1N | -9 | 12 | -3 | 8 | 0.5 | 3 | 0.6 | -3 | 3
CCC(COC(=O)Nc1cccc(C)c1)NC(=O)OCC(C)C (configuration not stated) | -24 | -3 | 6 | -9 | 0.2 | -8 | -0.4 | . | 6
Oc1c(C(c2ccccc2Cl)N2CCCC2)sc2nc(-c3ccco3)nn12 (configuration not stated) | . | 4 | -2 | 6 | -3.0 | . | -0.8 | -12 | 3
O=C(CCCc1ccccc1)NC1CCSC1=O (configuration not stated) | 1 | -3 | 2 | -10 | -0.2 | 3 | -0.1 | 10 | 0
CC(C)(C)C(=O)CSc1nccc(=O)[nH]1 | -6 | 1 | 11 | 3 | 0.1 | 12 | 1.6 | 0 | 1
CCCNCC1C(Oc2ccc(Cl)cc2)C(=O)N1c1ccccc1C (configuration not stated) | 13 | 0 | -5 | -23 | 1.0 | 51* | 0.6 | -12 | 7
Cc1cccc(N2CN=c3s/c(=C\c4ccccn4)c(=O)n3C2)c1 | -3 | -1 | 2 | . | . | . | -0.2 | -8 | 1
CCOc1ccc(Br)cc1S(=O)(=O)Nc1cccnc1 | 1 | 6 | -4 | -4 | -0.1 | 11 | 0.1 | 10 | 1
CCCCN(C(=O)Cc1ccc2c(c1)OCCO2)c1c(N)n(CC(C)C)c(=O)[nH]c1=O | -1 | -4 | 0 | -3 | 0.0 | -4 | -0.4 | -6 | 0
CC1CCCN(CCCNC(=O)c2ccc(NC(=O)C3=CSCCO3)cc2)C1 (configuration not stated) | -6 | 0 | 10 | 0 | 0.3 | -2 | 0.7 | -3 | 3
COc1cc(OC)c2ccc(=O)oc2c1C(CCN1CCCC(C)C1)c1ccc(N(C)C)cc1 (configuration not stated) | 21 | 7 | -6 | -24 | -0.2 | 16 | -0.4 | . | 2

Filtered by structure: the compounds so far with bromine
SMILES | D1 antagonist | TRHR PAM | D1 potentiator | D2 PAM | D2 agonist | D2 antag | TRHR agonist | RXFP1 antag | D1 ag
Nc1cnc(Nc2ccc(Br)cc2)nc1N | -9 | 12 | -3 | 8 | 0.5 | 3 | 0.6 | -3 | 3
CCOc1ccc(Br)cc1S(=O)(=O)Nc1cccnc1 | 1 | 6 | -4 | -4 | -0.1 | 11 | 0.1 | 10 | 1

Single records (already shown).
`Cc1ccc(NC(=O)C2=NNC(=O)CC2)cc1S(=O)(=O)Nc1ccc(SC(F)F)cc1` is listed as D1 antagonist = -5; TRHR PAM = 3; D1 potentiator = -7; D2 PAM = -7; D2 agonist = 0.9; D2 antag = -5; TRHR agonist = 0.2; RXFP1 antag = -11; D1 ag = 2
`O=C1CC2c3ccccc3C1C1C(=O)N(Cc3ccccc3)C(=O)C21` (configuration not stated) is listed as D1 antagonist = -22; TRHR PAM = 7; D1 potentiator = 3; D2 PAM = 12; D2 agonist = -0.2; D2 antag = 10; TRHR agonist = -0.6; RXFP1 antag = -7; D1 ag = 1

(continued)
SMILES | D1 antagonist | TRHR PAM | D1 potentiator | D2 PAM | D2 agonist | D2 antag | TRHR agonist | RXFP1 antag | D1 ag
CC(C)C(=O)Nc1sc2c(c1C#N)CCCCC2 | -4 | -4 | -6 | -4 | 0.5 | 17 | -0.3 | -10 | 0
CC(NCC(=O)Nc1cc(Cl)cc(Cl)c1)c1ccccc1 (configuration not stated) | 6 | -5 | -5 | -15 | 0.5 | 27 | 0.7 | -5 | 9
Cc1cc(C)cc(-n2c(C)nc3cc(C(=O)O)ccc32)c1 | 1&6 | -2&13 | -2&-2 | 8 | 0.3 | . | -0.4&-0.3 | -11&-12 | 2&-1
CCOC(=O)Cc1csc(NC(=O)NC2(C(F)(F)F)Oc3cc(Cl)c(Cl)cc3O2)n1 | -25 | 9 | -2 | -10 | 0.6 | -16 | 2.9 | 5 | 35*
Cc1ccccc1Cn1c(=N)n(CC(O)c2ccco2)c2ccccc21 (configuration not stated) | 6 | 2 | 2 | 1 | -0.5 | -9 | 0.1 | -9 | 6
C=CCn1c(SCc2nc3sc4c(c3c(=O)[nH]2)CCCC4)nc2ccccc2c1=O | 39 | 3 | 4 | 13 | 0.3 | -15 | 1.6 | . | 5
O=C(COc1ccc(/C=N/NC(=O)c2ccccc2Br)cc1)Nc1ccccc1 | -1 | 1 | -11 | 2 | 0.2 | -2 | -0.2 | 24 | 3
O=C(CCNC(=O)c1ccccc1Cl)Nc1ccccc1N1CCCC1 | 6 | -5 | -1 | 4 | -2.1 | 20 | -0.5 | -4 | 1
O=[N+]([O-])c1ccc(/C=N/n2c(-c3cccnc3)n[nH]c2=S)cc1 | -9 | -3 | -1 | 1 | 0.8 | 14 | -0.5 | -2 | 3
CC(CN1CCOCC1)OC(=O)c1ccc2c(c1)OCCO2 (configuration not stated) | 10 | 6 | 3 | -6 | -0.8 | 14 | -0.3 | -6 | -1

A different layout for some results above:
Below each SMILES – D1 antagonist, TRHR PAM, D1 potentiator, D2 PAM, D2 agonist, D2 antag, TRHR agonist, RXFP1 antag, D1 ag
- O=C(COc1ccc(/C=N/NC(=O)c2ccccc2Br)cc1)Nc1ccccc1
 : -1, 1, -11, 2, 0.2, -2, -0.2, 24, 3
- CCOC(=O)Cc1csc(NC(=O)NC2(C(F)(F)F)Oc3cc(Cl)c(Cl)cc3O2)n1
 : -25, 9, -2, -10, 0.6, -16, 2.9, 5, 35*

Continuation.
SMILES | D1 antagonist | TRHR PAM | D1 potentiator | D2 PAM | D2 agonist | D2 antag | TRHR agonist | RXFP1 antag | D1 ag
FC(F)(F)c1cccc(NC(=S)NNC(=S)Nc2cccc(C(F)(F)F)c2)c1 | -34* | -3 | -5 | -7 | -0.7 | 2 | 0.1 | . | 2
COc1ccc(S(=O)(=O)Nc2cccc(C)n2)c2ccccc12 | -9 | 6 | -1 | -4 | -0.2 | -1 | 0.4 | -6 | 7
O=C(OCn1cncn1)c1ccc(Cl)cc1Cl | 6 | 0 | -8 | -14 | 0.2 | -7 | 0.3 | -2 | 2
Cc1ccc(C(=O)OCCc2sc[n+](Cc3ccccc3)c2C)cc1 | 14 | 4 | 1 | 0 | 0.2 | -1 | 0.2 | 0 | 0
COc1cc(/C=C(\C#N)c2nc3ccccc3n2C)cc(OC)c1OC | -30 | 3 | 1 | -6 | -1.8 | . | -0.5 | -1 | -2
NC(=O)C1CC(=O)N(Cc2ccc3c(c2)OCO3)C(=Nc2ccccc2)S1 (configuration not stated) | 3 | -1 | 1 | -4 | -0.6 | 1 | -0.3 | 12 | 0
O=[N+]([O-])c1ccc(/C=N/n2c(COc3ccccc3)n[nH]c2=S)cc1 | -12 | -5 | 0 | -5 | 0.4 | -13 | 0.1 | -12 | 0
Cc1ccc(C(=O)COC(=O)c2cc(Cl)ccc2O)cc1[N+](=O)[O-] | -1 | -9 | 0 | -8 | 0.3 | 5 | 0.0 | -2 | 2

Molecules listed so far containing a furan ring, fused or not (3):
SMILES | D1 antagonist | TRHR PAM | D1 potentiator | D2 PAM | D2 agonist | D2 antag | TRHR agonist | RXFP1 antag | D1 ag
COC(=O)c1ccccc1NC(=O)c1ccc(COc2cccc3ccccc23)o1 | . | 8 | -1 | 12 | -0.6 | -13 | 0.0 | -9 | 1
Oc1c(C(c2ccccc2Cl)N2CCCC2)sc2nc(-c3ccco3)nn12 (configuration not stated) | . | 4 | -2 | 6 | -3.0 | . | -0.8 | -12 | 3
Cc1ccccc1Cn1c(=N)n(CC(O)c2ccco2)c2ccccc21 (configuration not stated) | 6 | 2 | 2 | 1 | -0.5 | -9 | 0.1 | -9 | 6

Source: PubChem (National Center for Advancing Translational Sciences (NCATS))
